High-throughput results (PubChem)
FadD28 FP inh: M. tuberculosis FadD28 bisubstrate binding inhibition | inhibition, % at 12.5 µM | FadD28 bisubstrate probe binding, fluorescence polarization | AID 588549 | 360,000 compounds, 0.22% hits; in the data active = inhibition above about 8.5%, passing the limit was not always enough; inconclusive = no clear call, values can overlap the other calls
Y pestis TopoI: blocks Yersinia pestis topoisomerase I activity | activity, % at 10 µM | AID 504884 | Y. pestis Topo-I cleavage product accumulation, plate reader | 360,000 compounds, 0.064% hits; in the data active = activity above about 50%, passing the limit was not always enough; inconclusive = no clear call, values can overlap the other calls; note: inactives centre near 2
BoNT F protease: BoNT F light chain protease inhibition; Multiplex microsphere protease cleavage assay, flow cytometry; inhibition, % at 10 µM; 360,000 compounds, 0.22% hits; in the data active = inhibition above about 35%, passing the limit was not always enough; inconclusive = no clear call, values can overlap the other calls; note: plate controls were buffer without enzyme for full effect and enzyme alone for no effect
Anthrax LF prot: inhibitors of Bacillus anthracis lethal factor protease | AID 588501 | 360,000 compounds, 0.12% hits | P15917 | inhibition, % at 10 µM | multiplex microsphere protease cleavage assay, LF; note: plate controls were buffer without enzyme for full effect and enzyme alone for no effect
CCHF vOTU inh: blocks the CCHF virus ovarian tumor domain protease; CCHFV vOTU protease, Pep-AMC fluorescence; inhibition, % at 11.5 µM; 370,000 compounds, 0.55% hits; in the data active = inhibition above about 30%; note: 0% = vehicle wells with enzyme and 100% = no enzyme wells
TcdB inh: inhibitors of Clostridioides difficile toxin B glycohydrolase | inhibition, % at 9.99 µM | 350,000 compounds, 0.24% hits | TcdB glycohydrolase enzymatic assay, plate reader; in the data active = inhibition above about 10%
Target sequence (P18177 whole entry, looked up): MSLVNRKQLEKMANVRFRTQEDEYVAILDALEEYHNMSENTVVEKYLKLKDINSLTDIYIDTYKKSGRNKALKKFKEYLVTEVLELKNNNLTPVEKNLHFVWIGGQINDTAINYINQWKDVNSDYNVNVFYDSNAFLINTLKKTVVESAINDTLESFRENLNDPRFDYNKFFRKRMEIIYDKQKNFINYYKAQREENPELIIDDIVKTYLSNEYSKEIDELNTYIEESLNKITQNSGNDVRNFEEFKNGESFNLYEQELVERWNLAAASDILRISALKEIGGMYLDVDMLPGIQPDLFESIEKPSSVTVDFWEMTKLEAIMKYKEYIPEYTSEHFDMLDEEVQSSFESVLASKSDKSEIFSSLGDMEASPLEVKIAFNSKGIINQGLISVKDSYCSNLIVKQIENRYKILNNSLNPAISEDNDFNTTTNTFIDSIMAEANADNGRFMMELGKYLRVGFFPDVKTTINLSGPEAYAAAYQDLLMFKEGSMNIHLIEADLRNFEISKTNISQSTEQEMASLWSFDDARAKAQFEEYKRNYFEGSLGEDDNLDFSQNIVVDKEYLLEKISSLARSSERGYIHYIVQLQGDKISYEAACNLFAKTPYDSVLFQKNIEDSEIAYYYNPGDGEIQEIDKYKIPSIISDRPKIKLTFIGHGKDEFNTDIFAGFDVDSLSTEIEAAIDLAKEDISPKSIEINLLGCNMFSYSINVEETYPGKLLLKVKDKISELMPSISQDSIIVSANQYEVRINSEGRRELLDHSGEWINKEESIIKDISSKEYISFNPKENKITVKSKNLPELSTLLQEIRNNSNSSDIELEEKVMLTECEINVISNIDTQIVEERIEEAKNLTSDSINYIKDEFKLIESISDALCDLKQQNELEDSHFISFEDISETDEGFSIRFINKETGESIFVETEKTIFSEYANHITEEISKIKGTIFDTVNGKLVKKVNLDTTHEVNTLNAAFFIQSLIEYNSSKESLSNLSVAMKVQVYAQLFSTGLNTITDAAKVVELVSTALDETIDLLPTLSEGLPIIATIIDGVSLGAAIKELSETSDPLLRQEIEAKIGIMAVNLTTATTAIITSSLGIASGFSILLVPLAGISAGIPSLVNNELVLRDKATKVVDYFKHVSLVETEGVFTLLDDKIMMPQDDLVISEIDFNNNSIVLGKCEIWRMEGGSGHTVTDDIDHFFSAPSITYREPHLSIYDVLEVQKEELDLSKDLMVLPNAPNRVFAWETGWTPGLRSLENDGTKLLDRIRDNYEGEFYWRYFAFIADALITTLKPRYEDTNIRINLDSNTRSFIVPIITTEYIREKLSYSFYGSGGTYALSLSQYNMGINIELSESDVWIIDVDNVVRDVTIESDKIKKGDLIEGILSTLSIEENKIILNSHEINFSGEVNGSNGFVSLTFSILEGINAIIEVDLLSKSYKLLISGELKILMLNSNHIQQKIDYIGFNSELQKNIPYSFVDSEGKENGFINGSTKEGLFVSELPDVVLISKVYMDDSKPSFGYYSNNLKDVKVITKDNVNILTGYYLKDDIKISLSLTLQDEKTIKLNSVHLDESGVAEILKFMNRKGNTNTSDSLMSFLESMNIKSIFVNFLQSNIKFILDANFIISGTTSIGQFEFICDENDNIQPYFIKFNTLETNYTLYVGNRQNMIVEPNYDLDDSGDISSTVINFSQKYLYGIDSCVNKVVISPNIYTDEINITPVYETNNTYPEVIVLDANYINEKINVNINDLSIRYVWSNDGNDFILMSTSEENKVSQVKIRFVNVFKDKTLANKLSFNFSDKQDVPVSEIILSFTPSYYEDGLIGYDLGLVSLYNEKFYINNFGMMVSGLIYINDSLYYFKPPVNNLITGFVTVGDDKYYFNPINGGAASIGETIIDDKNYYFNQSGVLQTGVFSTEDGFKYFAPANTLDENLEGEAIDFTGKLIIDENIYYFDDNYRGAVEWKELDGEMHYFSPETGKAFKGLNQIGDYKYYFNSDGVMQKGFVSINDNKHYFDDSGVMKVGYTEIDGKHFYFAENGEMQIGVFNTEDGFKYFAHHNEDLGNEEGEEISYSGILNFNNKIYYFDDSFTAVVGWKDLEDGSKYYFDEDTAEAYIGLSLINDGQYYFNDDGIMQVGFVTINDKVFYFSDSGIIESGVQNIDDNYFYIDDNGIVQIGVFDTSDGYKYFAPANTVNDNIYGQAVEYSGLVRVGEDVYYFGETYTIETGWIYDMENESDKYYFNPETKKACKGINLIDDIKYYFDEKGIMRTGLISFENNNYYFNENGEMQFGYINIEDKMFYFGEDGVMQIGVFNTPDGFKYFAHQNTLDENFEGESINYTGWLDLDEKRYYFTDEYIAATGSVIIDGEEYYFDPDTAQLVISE
PrPC TRFRET: cell surface PrPC inhibition, primary TR-FRET screen; TR-FRET read-out; inhibition, % at 13.8 µM; 370,000 compounds, 0.43% hits; AID 720596; in the data active = inhibition above about 24%; note: 0% = median of the test wells and 100% = reference compound wells
PfHsp40 yeast: restores yeast growth despite PfHsp40 toxicity. S. cerevisiae expressing PfHsp40, growth rescue, ATP luminescence. growth rescue, % at 12.5 µM. 340,000 compounds, 0.68% hits. AID 504582; in the data active = growth rescue above about 28%, passing the limit was not always enough; inconclusive = no clear call, values can overlap the other calls;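 note: yeast W303a lacking pdr1 and pdr3 grown in galactose medium; growth measured after three days at 30 °C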
BoNT-A LC inh2: inhibitors of Botulinum neurotoxin A light chain protease. multiplex microsphere protease substrate cleavage, flow cytometry. inhibition, % at 10 µM. 360,000 compounds, 0.17% hits; note: plate controls were buffer without enzyme for full effect and enzyme alone for no effect
Starred values were filed as active, the others as inactive; ? = inconclusive; / = not tested or not shown. Cut-off read from the data, not from the text of the source, unless noted: active = inhibition above about 30%; inconclusive = no clear call, values can overlap the other calls; inactive = below that. An unsorted share of the library; overall some 2.3% were active at least once.

SMILES	FadD28 FP inh	Y pestis TopoI	BoNT F protease	Anthrax LF prot	CCHF vOTU inh	TcdB inh	PrPC TRFRET	PfHsp40 yeast	BoNT-A LC inh2
COc1ccc(CNC(=O)C(C)n2nc(C)n3c(cc4occc43)c2=O)cc1 (stereo not given)	-0.1	9	-11	-4	-9	0.9	9	-0.2	-5.1
CN(C)C1CN(Cc2cn(Cc3ccc(C(F)(F)F)cc3)nn2)S(=O)(=O)C1 (stereo not given)	/	/	-2	-3	-5	0.3	-4	/	0.1
Cc1ccc(C(=O)CSc2n[nH]c(-c3ccco3)n2)cc1C	0.4	6	-3	-2	3	/	-1	-0.3	-1.6
COC(=O)[C@H](Cc1ccccc1)N1C/C=C\COc2c(Cl)cc(Cl)cc2S1(=O)=O	-4.8	31	-5	-1	-5	1.7	9	-2.3	-0.2
COc1ccc(C(=O)NCCc2ccccc2F)cc1OC1CCN(C(C)=O)CC1	-2.1	13	-1	0	-8	-0.2	0	1.0	-1.6
COc1ccc(NC(=O)C2=NN(c3ccccc3)C(=O)CC2)cn1	-3.4	-2	-9	-7	10	1.1	7	0.4	-1.3
COC(=O)c1ccc2c(=O)n(CCN3CCOCC3)c(SCC(=O)C(C)(C)C)nc2c1	-0.3	23	7	-2	-1	/	1	0.1	0.5
CCCCN(C=O)c1c(CC)nc2ccc(C(=O)NCCOc3ccc(OC)cc3)cn12	-0.1	4	1	-2	-12	-1.2	0	/	0.0
O=C(OCC(=O)N1CCN(C(=O)c2ccco2)CC1)c1ccc(Cl)nc1	-1.9	8	12	2	-10	-1.1	2	0.7	0.5
COC(=O)c1c(-c2c(Cl)cccc2Cl)noc1C(=O)NN	-3.7	1	-6	-7	-5	-3.1	-18	0.4	-0.7
Cc1ccccc1NC(=O)c1cccc(NC(=O)c2ccco2)c1	-3.4	4	-3	-22	-6	-0.1	3	-0.1	-2.1
O=C(Nc1ccccc1)c1cc(C2CCCN(C(=O)C/C=C/c3ccccc3)C2)on1 (stereo not given)	-5.4	24	-1	-2	10	2.2	-8	/	-0.5
CCCCNC(=O)c1ccccc1Cl	-4.1	7	11	-11	6	/	4	-2.0	0.3
CC(=O)Nc1ccc(C(=O)N2CCCC(c3cc(C(=O)Nc4ccccc4)no3)C2)cc1 (stereo not given)	-3.6	1	-3	-1	11	1.7	5	/	-0.1
CCN(c1ccccc1)S(=O)(=O)c1ccc(C(=O)Nc2ccncc2)cc1	-4.0	23	0	-4	7	1.3	11	-0.7	2.7
COc1ccc(C2Nc3ccccc3C(=O)N2NS(=O)(=O)c2ccc(C)cc2)cc1OC (stereo not given)	0.7	-11	9	-7	-12	3.5	-6	1.6	-1.0
COc1ccc(CCNC(=O)COc2cc(C)cc3oc(=O)c(C)c(C)c23)cc1OC	0.1	-3	6	-4	0	0.8	-1	0.1	-0.8
Cc1ccccc1-c1csc(C(O)(c2ccccc2)C(F)(F)F)n1 (stereo not given)	-20	5	1	2	1	0.8	9	/	0.6
CN(C)S(=O)(=O)c1ccc(C(=O)NCC2(N3CCCCC3)CCCCC2)cc1	-4.4	-1	2	0	-6	0.1	-5	-1.3	-0.1
CCCn1c(=O)c2[nH]c(-c3ccc(S(=O)(=O)O)cc3)nc2n(CCC)c1=O	-4.3	1	-11	-10	-204	3.1	4	-0.4	-1.2
O=C(COC(=O)CNC(=O)c1ccc(Cl)cc1Cl)NC1CCCCC1	-1.7	-4	-2	-3	17	1.2	-7	-0.9	1.2
COc1ccc(OC)c(C(=O)c2ccc(C(=O)O)cc2)c1	-0.2	2	-2	-1	0	/	4	-0.1	-2.0
CC1CCN(C2(O)C(=O)Nc3ccc(Br)cc32)CC1 (stereo not given)	-1.7	4	12	-1	3	3.4	-2	0.1	1.3
CCCCn1nnnc1C(c1ccccc1)N1CCN(C/C=C/c2ccccc2)CC1 (stereo not given)	-4.4	/	-35	-6	4	1.5	0	/	-3.9
O=C(Nc1nncs1)c1cccnc1Cl	-0.5	2	0	2	7	/	-2	0.0	-0.3
Cn1c(NC(=O)Cc2cccs2)cc(=O)n(C)c1=O	0.0	-5	-12	3	1	1.4	-2	-1.4	-0.9
Cc1c(NC(=O)C2CC(c3ccc(F)cc3)=NO2)c(=O)n(-c2ccccc2)n1C (stereo not given)	0.9	1	-14	-6	8	0.4	3	-0.1	-1.0
CCOc1ccc(NC(=S)N(CCCN2CCOCC2)Cc2cn(C)c3ccccc23)cc1	4.5	-3	2	-9	5	0.7	-7	-0.9	0.0
COC(=O)c1cccc(NC(=S)NCc2ccco2)c1	-1.0	-5	0	1	-1	0.8	7	0.0	-0.2
O=C(NN=Cc1ccc2c(c1)OCO2)c1ccc([N+](=O)[O-])cc1	-2.1	/	0	-4	-6	0.3	-14	/	-0.4
Cc1cc(Cl)nc2c(C(C)C)cccc12	-0.3	-1	-7	-2	-6	0.0	4	-0.6	-1.6
Cc1nc2nc(-c3ccccc3)nn2c(C)c1Cl	-4.0	0	8	2	3	/	-14	0.0	0.3
Cc1ccc(CNc2ncnc3ccc(-c4ccoc4C)cc23)o1	-2.0	29	-2	-5	-3	0.6	-6	/	0.5
Cc1ccc(SC(=O)c2c(C)noc2-c2cc(C)on2)cc1	0.8	15	?	4	1	-0.6	0	-1.6	-4.6
O=C1CCC(C(=O)NCc2ccccc2)N1 (stereo not given)	0.7	1	20	1	5	0.2	-6	-1.2	1.0
CCN(Cc1ccccc1)Cc1ccc(OCc2ccccc2)cc1	-1.8	2	18	3	-4	2.2	3	0.5	0.0
CCn1c(SCc2cccc(C(=O)O)c2)nnc1-c1ccc(Cl)cc1	-1.8	1	?	-2	-5	0.6	0	23	0.1
COc1ccccc1-c1nc(C#N)c(N2CCN(c3ccccc3)CC2)o1	-5.0	2	-1	-3	-4	/	0	3.8	-0.3
N#Cc1c(Cl)nc(N/N=C/c2ccccc2)c(Cl)c1Cl	-2.8	3	-7	0	3	-2.2	3	-2.4	-0.8
CCC(=Cc1ccc(CC)cn1)CC	-4.6	6	?	2	-5	-0.1	8	0.8	4.3
COc1ccc(-c2csc(-c3ccc(C(=O)O)cc3)n2)cc1	-2.3	-6	7	1	-43	0.9	-3	0.9	0.6
O=C(Nc1nccs1)c1cc(-c2ccccn2)nc2c(Cl)cccc12	-0.6	3	-6	-2	10	0.0	-7	-0.7	0.8
CC(=O)N1CCc2cc(S(=O)(=O)NCCCN3CCN(Cc4ccccc4)CC3)ccc21	-4.0	5	?	-1	5	/	-3	-0.1	-0.3
Cc1nc2ccc(S(=O)(=O)NCC(=O)N3CCN(c4ccccc4)CC3)cc2s1	-3.6	12	4	-1	-5	/	3	0.1	0.2
NC(=O)c1ccc(NC(=O)c2ccc3c(c2)CCN3S(=O)(=O)c2ccccc2)cc1	-2.0	2	0	1	11	0.3	-1	-0.1	0.2
Cc1cc(=O)oc2cc(Oc3ccc([N+](=O)[O-])cc3[N+](=O)[O-])ccc12	-2.3	0	-10	-6	-34	/	-9	-1.0	-0.2
Cc1sc2nc(C(C)C)nc(SCC(=O)N3CCOCC3)c2c1C	-2.0	4	-6	-4	-3	0.0	3	-1.4	0.6
O=C(COC(=O)CCC1CCCC1)Nc1ccc(Cl)cc1F	-2.9	12	-3	-2	12	/	3	1.4	-0.1
COc1ccccc1OCCC(=O)OCC(=O)Nc1cc(S(=O)(=O)N2CCOCC2)ccc1Cl	-3.7	24	-1	-3	-18	0.7	3	-0.8	-0.5
CC(C)CC(=O)N1CCN(c2ccc([N+](=O)[O-])cc2Cl)CC1	-2.2	-3	-3	-2	7	0.2	-12	3.4	-0.2
Later entries:
SMILES	FadD28 FP inh	Y pestis TopoI	BoNT F protease	Anthrax LF prot	CCHF vOTU inh	TcdB inh	PrPC TRFRET	PfHsp40 yeast	BoNT-A LC inh2
Fc1ccc(NC(=S)N/N=C/c2ccc(F)c(F)c2)c(F)c1	-1.6	5	-5	-10	0	1.2	-2	0.2	0.6
O=C(NCc1cccs1)Nc1ccc(Cl)cc1	-1.6	-8	-4	-4	13	/	7	-0.6	-1.1
CC(=O)Nc1ccc(S(=O)(=O)N2CCN(C(=O)C3COc4ccccc4O3)CC2)cc1 (stereo not given)	-1.1	-5	-7	-2	-7	-0.7	7	-0.3	1.2
CCOC(=O)[C@@H]1[C@H]2COc3cc(OC)ccc3[C@H]2N2C(=O)N(c3ccc(C(F)(F)F)cc3)C(=O)[C@@]12C	-2.0	19	-10	0	5	0.6	-1	0.2	-0.2
CC(C(=O)Nc1ccccc1Br)c1ccc([N+](=O)[O-])cc1 (stereo not given)	-1.8	-6	-1	-2	3	-0.5	-10	0.0	0.0
Cn1ccnc1C(=O)c1cccc([N+](=O)[O-])c1	-2.7	0	-12	4	-12	0.3	-14	-0.1	-1.1
COC(=O)[C@@]1(Cc2ccccc2)[C@H]2C(=O)N(Cc3ccccc3)C(=O)[C@H]2[C@H]2CN(C)C(=NCc3ccccc3)N21	-0.1	7	-7	-3	-3	3.1	-3	0.5	-0.7
Cn1cc(CN2CCN(c3ccc(Cl)cn3)CC2)c(-c2ccccc2F)n1	-1.1	29	0	-13	-7	0.7	-8	-1.8	-0.3
O=C(Cn1nnc(-c2ccc(OCc3ccccc3F)cc2)n1)N1CCOCC1	1.7	-7	-2	-2	0	/	-5	-0.7	-0.3
O=C(NCCN1CCOCC1)c1ccccc1-c1ccccc1	-0.8	3	10	-5	-4	/	1	-0.2	0.9
CCOCCCNC(=O)C1CCN(C(=O)Nc2ccc(Cl)cc2)CC1	-0.2	-4	4	-9	-1	/	-1	-0.3	0.1
Clc1nn2cnnc2c2ccccc12	-2.0	1	-4	-6	0	1.5	-11	6.4	-0.8
Oc1ccc(/C=N/N2CCCCC2)cc1O	-1.0	-9	12	0	-8	-4.0	4	-0.4	-2.7
CCOC(=O)C1(Cc2ccc(Cl)cc2)CCN(C(=O)C2CCCO2)CC1 (stereo not given)	-1.3	23	4	-1	14	1.8	-6	-0.2	0.1
COc1cc(C(=O)N2CCN(C3=NS(=O)(=O)c4ccccc43)CC2)cc(OC)c1OC	-3.4	10	0	1	0	0.7	-2	/	0.0
O=C(c1ccc(S(=O)(=O)N2CCCCC2)cc1)c1nnc(-c2ccc(Cl)cc2)o1	-2.6	-4	-4	-6	8	/	-3	0.2	-0.7
CC1CCN(C(=O)COC(=O)C23CC4CC(CC(O)(C4)C2)C3)CC1	-3.4	-1	-13	3	3	-0.6	6	0.5	-1.0
Cc1cc(CCNC=O)c(C)c2c1oc1ccccc12	-3.3	-9	-10	2	1	1.3	9	1.1	0.3
CC(OC(=O)C1CCCCC1)C(=O)Nc1cccc(Cl)c1 (stereo not given)	-5.5	-7	-3	-4	6	1.2	6	5.1	0.9
CCOc1ccc(CN(C)CC(=O)Nc2cccc(S(=O)(=O)N(C)c3ccccc3)c2)cc1	-5.7	31	-4	1	-4	1.3	7	0.0	-0.6
O=C(COC(=O)C12CC3CC(CC(O)(C3)C1)C2)NC(=O)NCc1ccco1	-0.2	0	-14	1	8	/	5	2.1	-0.1
CC1CCCCN1CCNC(=O)C1CCCN(S(=O)(=O)c2cccc3nsnc23)C1 (stereo not given)	-4.1	9	2	2	17	2.1	-43	0.0	-0.6
COc1ccccc1OCC(=O)OCn1c(SC)nnc(C)c1=O	-0.9	-2	-2	0	10	/	-1	-0.9	0.0

Four compounds already listed, arranged by molecular weight, largest number first.
SMILES	FadD28 FP inh	Y pestis TopoI	BoNT F protease	Anthrax LF prot	CCHF vOTU inh	TcdB inh	PrPC TRFRET	PfHsp40 yeast	BoNT-A LC inh2
COc1ccc(C(=O)NCCc2ccccc2F)cc1OC1CCN(C(C)=O)CC1	-2.1	13	-1	0	-8	-0.2	0	1.0	-1.6
CN(C)C1CN(Cc2cn(Cc3ccc(C(F)(F)F)cc3)nn2)S(=O)(=O)C1 (stereo not given)	/	/	-2	-3	-5	0.3	-4	/	0.1
Cc1ccc(CNc2ncnc3ccc(-c4ccoc4C)cc23)o1	-2.0	29	-2	-5	-3	0.6	-6	/	0.5
COC(=O)c1cccc(NC(=S)NCc2ccco2)c1	-1.0	-5	0	1	-1	0.8	7	0.0	-0.2
